# High-throughput results deposited in PubChem BioAssay by National Center for Advancing Translational Sciences (NCATS).
# D1 ag: human D1 receptor agonism | P21728 | HEK293 T-REx D1 cells, calcium flux, agonist mode | activation, % at 2 µM | hit rate 1% among 360,000; in the data active = activation above about 30%; also: 0% is about no effect
#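 Inducible HEK293 T-REx D1 cells, force-coupled to calcium signalling, were plated at 4000 cells/well with tetracycline and held overnight at 30 C. After no-wash calcium dye loading, compound-evoked calcium rise over 180 s flagged agonists.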
# D1 potentiator: enhances dopamine response at the human D1 receptor. P21728. HEK293 TREx D1 cells, calcium flux, dopamine EC20 potentiation. potentiation, % at 10 µM. hit rate 0.036% among 360,000; in the data active = potentiation above about 30%; also: 0% is about no effect
# D2 agonist: D2 dopamine receptor (human) agonism; hit rate 0.53% among 340,000; P14416; activation, % at 2 µM; HEK293 T-REx D2 cells, calcium flux agonist mode;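 active = activation over 3 SD above normal in the single-dose calcium agonist read, cut at about 30% in these data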; also: 0% is about no effect
# Target sequence (P14416 whole entry, looked up): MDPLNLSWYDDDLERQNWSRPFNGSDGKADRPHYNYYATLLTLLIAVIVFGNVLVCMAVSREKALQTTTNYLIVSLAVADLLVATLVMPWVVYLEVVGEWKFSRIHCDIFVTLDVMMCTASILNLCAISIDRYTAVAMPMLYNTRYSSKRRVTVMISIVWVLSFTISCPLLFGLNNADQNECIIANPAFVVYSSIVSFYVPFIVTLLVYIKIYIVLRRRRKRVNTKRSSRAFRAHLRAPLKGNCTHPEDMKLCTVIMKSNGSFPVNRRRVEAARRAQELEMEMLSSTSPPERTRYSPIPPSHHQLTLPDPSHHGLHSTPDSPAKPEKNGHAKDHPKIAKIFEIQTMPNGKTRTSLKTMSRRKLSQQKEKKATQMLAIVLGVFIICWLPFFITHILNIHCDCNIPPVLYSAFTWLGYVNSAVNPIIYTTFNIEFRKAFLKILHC
#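 Agonism scored from kinetic calcium signal (1 read/sec, 180 s) following compound pin transfer, after a 10 s baseline. Cells: HEK293 Trex line expressing inducible D2 receptor coupled to calcium, dye-loaded after overnight culture at 30 C.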
# TRHR enhancer: TRH receptor (human) allosteric enhancement. P34981. TRHR cells, fluo-8 calcium fluorescence, EC20 TRH enhancement. enhancement, % at 2 µM. hit rate 0.66% among 360,000. AID 493056; in the data active = enhancement above about 30%; also: 0% is about no effect
# Target sequence (P34981 whole entry, looked up): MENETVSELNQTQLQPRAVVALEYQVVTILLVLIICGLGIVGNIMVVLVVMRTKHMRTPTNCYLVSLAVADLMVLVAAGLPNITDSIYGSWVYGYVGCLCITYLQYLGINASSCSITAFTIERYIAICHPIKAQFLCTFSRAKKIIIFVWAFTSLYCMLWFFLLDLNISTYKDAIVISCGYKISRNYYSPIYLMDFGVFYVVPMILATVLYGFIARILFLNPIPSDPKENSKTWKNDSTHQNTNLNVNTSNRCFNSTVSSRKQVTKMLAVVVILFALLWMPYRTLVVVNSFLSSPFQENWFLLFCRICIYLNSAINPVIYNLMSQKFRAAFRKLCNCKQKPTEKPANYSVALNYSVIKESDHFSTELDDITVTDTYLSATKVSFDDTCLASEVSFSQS
#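 TRHR-expressing cells loaded with fluo-8 calcium dye were read kinetically (ex 480/em 530) during compound addition, then stimulated with an EC20 of TRH (10 nM final). Enhancement of the Gq-mediated intracellular calcium response was scored.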
# RXFP1 ag: RXFP1 (human) receptor agonism; HEK293T-RXFP1 cAMP TR-FRET, 30 min; response scale: percent of porcine relaxin response, buffer zero; Potency, µM (top dose mostly 57.5 µM), for the others: at the top dose activation, actives largely listed as activators; Q9HBX9; hit rate 0.3% among 370,000; active = well fitted activation curve with a large enough effect; also: potency is read from the fitted curve at half-maximal effect; % is scaled to controls: 0 for no effect and ±100 for the full control effect; nearly all actives have a fitted effect of over 60% in size; many of its hits are not listed in these tables
#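 cAMP rise read by TR-FRET after 30 min, 37C compound exposure (up to 58 uM) in RXFP1-transfected HEK293 cells with Ro 20174 present. EC50 from Hill-equation fits, with 29 nM porcine relaxin as 100% and buffer as basal.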
# D2 antagonist: D2 dopamine receptor (human) antagonism. P14416. HEK293 TREx D2 cells, calcium flux, dopamine EC80. inhibition, % at 10 µM. hit rate 2% among 340,000. AID 485344; in the data active = inhibition above about 30%; also: 0% is about no effect
#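 Calcium flux kinetic readout in an inducible HEK293 TREx D2 line plated overnight at 30 C. After 180 s compound exposure, an EC80 dopamine challenge follows with another 180 s kinetic read to detect antagonism.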
# D2 potentiator: D2 dopamine receptor (human) potentiation. HEK293 T-REx D2, calcium flux, EC20 dopamine potentiation. potentiation, % at 10 µM. hit rate 0.34% among 340,000. AID 485347;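 active = potentiation over 3 SD above the plate norm, cut at about 30% in these data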; also: 0% is about no effect
#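 Potentiation of an EC20 dopamine calcium response is measured in a force-coupled, tetracycline-inducible Hek293 Trex D2 line. Compound-only kinetic reads over 180 s flag agonists before dopamine addition.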
# RXFP1 antagonist: blocks the human relaxin receptor RXFP1. Q9HBX9. HEK293-RXFP1, relaxin-stimulated cAMP HTRF, 30 min; hits give low values. activity change, negative = inhibition, % at 57.5 µM. hit rate 0.59% among 350,000;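 active = activity change of -60% or lower, but not beyond a set lower limit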; also: % is scaled to controls: 0 for no effect and ±100 for the full control effect
# D1 antagonist: blocks dopamine activation of the human D1 receptor | P21728 | HEK293 TREx D1 cells, calcium flux, dopamine EC80; hits give low values | activity change, negative = inhibition, % at 10 µM | hit rate 3.2% among 360,000 | AID 504652; in the data active = activity change below about -30%; also: % is scaled to controls: 0 for no effect and ±100 for the full control effect
#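 Calcium flux readout: force-coupled, inducible Hek293 Trex D1 line, cells induced overnight at 30 C with tetracycline, dye-loaded 30–90 min at RT. Antagonism scored against EC80 dopamine challenge given 180 s after compound.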
# * hit, by the source's call; nt = not tested or not shown; & = joins results of further samples.
item	Compound	D1 antagonist	TRHR enhancer	D2 potentiator	RXFP1 ag	D2 antagonist	D2 agonist	D1 potentiator	D1 ag	RXFP1 antagonist
1	COc1cc(NC(=O)NC(C)c2c(-n3cccc3)sc3c2CCN(C)C3)cc(OC)c1 (configuration not stated)	-6	-11	9	-0.9%	nt	nt	-2	15	-10
2	COC(=O)c1cc2sccc2n1Cc1nc(-c2cccc(Cl)c2)oc1C	-8&1	-12&7	6&-11	1.3%&2.9%	7	0.0&0.2	-4	1&4	1
3	Clc1ccc(/C=N/Nc2ccccn2)cc1	-31*	10	2	2.1%	7	-0.1	-9	2	-8
4	Fc1ccc(Cn2cccc2C2=NC(c3ccccc3)CO2)cc1 (configuration not stated)	10	0	2	-0.2%	-8	-0.1	-1	9	-6
5	C/C(=N\NC(=O)CNc1cccc2ccccc12)c1ccccc1	14	-6	2	0.9%	2	0.3	3	3	-6
6	CCCN1CCN(c2nc3c([nH]2)c(=N)ncn3CC(O)CO)CC1 (configuration not stated)	-27	-4	-1	0.4%	1	1.3	2	0	-11
7	O=C(NNc1cccc(Cl)n1)c1ccc(Cl)cc1Cl	-3	2	3	2.6%	3	0.0	-5	-1	-5
8	Cc1cccc(Cc2nnc(CCC(=O)N(C)C3CCOC3)o2)c1 (configuration not stated)	-2	18	10	-1.1%	20	0.1	-3	2	2
9	CCN1CCC(O)(C#Cc2ccccc2)CC1	-6	4	-2	-1.3%	1	0.2	4	5	-19
10	O=C(CSc1n[nH]c(-c2ccccc2)n1)NC(=O)NCc1ccco1	-15	-5	-9	4.0%	5	0.6	-2	1	5
11	Cc1c(NC(=O)c2ccco2)cccc1C(=O)NN1C(=O)c2ccccc2C1=O	14	1	6	2.2%	0	1.2	-1	1	3
12	CCOC(=O)C1(CCCc2ccccc2)CCN(C(=O)CCc2cnn(C)c2)CC1	-9	-3	-2	0.1%	-4	-0.7	6	3	-20
13	Cc1cc(Cl)c(S(=O)(=O)NCCC(=O)O)cc1OCC(N)=O	3	-4	-12	-0.5%	5	0.8	-1	2	5
14	COc1ccccc1-c1c(C)nn2c(C)cc(C)nc12	-36*	5	8	2.5%	3	-1.3	-2	-2	nt
15	CC(=O)Nc1ccc(NC(=S)Nc2ccccc2)cc1	5	5	-7	0.3%	-24	0.4	-3	3	nt
16	Cc1ccc(S(=O)(=O)Nc2c(Cl)c(Cl)c(O)c3ccccc23)cc1	2	0	-3	3.1%	-11	-0.9	-1	2	nt
17	Cc1onc(-c2ccccc2)c1C(=O)Nc1cc(C(F)(F)F)ccc1N1CCOCC1	11	-3	17	-0.1%	-12	-1.8	-5	4	-12
18	C=CCn1c(=O)c(C(C)=O)cn(N(C)c2ncc(C(F)(F)F)cc2Cl)c1=O	3	-2	8	-2.1%	2	1.3	0	16	-3
19	COc1ccc(/C=C2\SC(=O)N(CCNC(=O)C3=COCCO3)C2=O)cc1	7	16	nt	0.0%	nt	nt	-1	1	-22
20	CCc1csc(CCNC(=O)C2CCC(=O)N(Cc3cccc(C(F)(F)F)c3)C2)n1 (configuration not stated)	18	-3	-1	-0.6%	12	0.2	5	3	1
21	O=C(/C=C/c1cn(-c2ccccc2)nc1-c1cccnc1)N1CCCC1	0	1	4	2.2%	11	2.7	4	1	-3
22	CC(C)c1nnc(SCC(=O)NCc2ccco2)n1C	-9	11	1	1.4%	7	0.9	-4	1	4
23	COc1ccc(N2CCN(C(=O)CCS(=O)(=O)c3ccc4c(c3)NC(=O)C(C)S4)CC2)cc1 (configuration not stated)	-25	-3	4	2.6%	-2	-0.4	-3	8	12
24	Cc1cc2nc(-c3cccc(NC(=O)c4ccc(Br)o4)c3)oc2cc1C	3	2	21	1.8%	-14	1.6	-6	1	-1
25	CC(C)(C)NC(=O)COC(=O)c1cc(Cl)ccc1[N+](=O)[O-]	-3	-2	8	0.1%	8	-2.3	7	4	15

# Grouped by structure, those above with a Cl atom
item	Compound	D1 antagonist	TRHR enhancer	D2 potentiator	RXFP1 ag	D2 antagonist	D2 agonist	D1 potentiator	D1 ag	RXFP1 antagonist
2	COC(=O)c1cc2sccc2n1Cc1nc(-c2cccc(Cl)c2)oc1C	-8&1	-12&7	6&-11	1.3%&2.9%	7	0.0&0.2	-4	1&4	1
3	Clc1ccc(/C=N/Nc2ccccn2)cc1	-31*	10	2	2.1%	7	-0.1	-9	2	-8
7	O=C(NNc1cccc(Cl)n1)c1ccc(Cl)cc1Cl	-3	2	3	2.6%	3	0.0	-5	-1	-5
13	Cc1cc(Cl)c(S(=O)(=O)NCCC(=O)O)cc1OCC(N)=O	3	-4	-12	-0.5%	5	0.8	-1	2	5
16	Cc1ccc(S(=O)(=O)Nc2c(Cl)c(Cl)c(O)c3ccccc23)cc1	2	0	-3	3.1%	-11	-0.9	-1	2	nt
18	C=CCn1c(=O)c(C(C)=O)cn(N(C)c2ncc(C(F)(F)F)cc2Cl)c1=O	3	-2	8	-2.1%	2	1.3	0	16	-3
25	CC(C)(C)NC(=O)COC(=O)c1cc(Cl)ccc1[N+](=O)[O-]	-3	-2	8	0.1%	8	-2.3	7	4	15

# A draw from above in order of formula weight, ascending.
item	Compound	D1 antagonist	TRHR enhancer	D2 potentiator	RXFP1 ag	D2 antagonist	D2 agonist	D1 potentiator	D1 ag	RXFP1 antagonist
9	CCN1CCC(O)(C#Cc2ccccc2)CC1	-6	4	-2	-1.3%	1	0.2	4	5	-19
21	O=C(/C=C/c1cn(-c2ccccc2)nc1-c1cccnc1)N1CCCC1	0	1	4	2.2%	11	2.7	4	1	-3
20	CCc1csc(CCNC(=O)C2CCC(=O)N(Cc3cccc(C(F)(F)F)c3)C2)n1 (configuration not stated)	18	-3	-1	-0.6%	12	0.2	5	3	1

# The listing continues.
item	Compound	D1 antagonist	TRHR enhancer	D2 potentiator	RXFP1 ag	D2 antagonist	D2 agonist	D1 potentiator	D1 ag	RXFP1 antagonist
26	Cc1nc2sccn2c(=O)c1S(=O)(=O)N1CCN(c2cccc(C(F)(F)F)c2)CC1	3	2	nt	-2.8%	nt	nt	-4	3	-22
27	C/C(=N\Nc1nc(C)cc(=O)[nH]1)C1CC1	3	2	14	-2.4%	-4	-1.4	10	1	12
28	Cc1cccc([C@H](NC(=O)OC(C)(C)C)C(=O)OC(C)(C)C)c1	nt	1	-7	-0.2%	-3	-0.8	0	1	nt
29	O=C(Nc1ncccn1)c1ccc([N+](=O)[O-])cc1Cl	10	-2	3	2.7%	11	1.3	-3	3	nt
30	Cc1ccc(OCCC(=O)OCC(=O)NNC(=O)c2ccccc2)cc1	12	3	5	-0.7%	-26	-0.7	-4	1	-17
31	Cc1cccc(N(C(=O)Cn2nnc(-c3ccc(C)o3)n2)C(C(=O)NC2CCCC2)c2ccncc2)c1 (configuration not stated)	-22	14	-3	0.0%	-4	0.7	0	1	6
32	O=c1oc(Nc2ccccc2F)nc2ccccc12	19	-4	2	-0.2%	4	1.3	1	0	-12
33	O=C(NN=C1CCN(Cc2ccccc2)CC1)c1cc(Br)ccc1O	6	-1	-3	5.0%	12	0.7	-1	15	6
34	CCOC(=O)c1ccccc1NC(=O)Cn1cnc2c(cnn2C(C)(C)C)c1=O	5	-21	-19	0.9%	-6	-0.9	-8	2	-5
35	CCN1CCc2c(sc(NC(=O)c3ccc(S(=O)(=O)N(CCOC)CCOC)cc3)c2C(N)=O)C1	-7	-4	-4	10%	nt	-0.3	1	-1	nt
36	COC(=O)c1sc(S(=O)(=O)NCc2ccccc2)c(C(=O)OC)c1C	5	1	3	2.5%	nt	nt	-7	2	7
37	O=C(c1ccc2c(c1)OCO2)c1cn(Cc2ccc(F)cc2)c2ccccc2c1=O	0	-8	-7	-2.2%	nt	0.0	-2	-1	-23
38	Cc1nnsc1C(=O)NNc1c(Cl)cccc1Cl	0	5	-2	4.0%	-3	0.2	-2	0	-21
39	CSc1nc(N)nc(SCCS(=O)(=O)c2ccc(Cl)cc2)c1C#N	-31*	-2	-6	0.5%	-10	1.5	-9	3	13
40	Cc1cc(Br)ccc1NC(=O)C1CCN(C(=O)c2ccco2)CC1	-7	3	1	2.7%	15	0.3	0	1	3
41	O=C(N/N=C/c1ccc2c(c1)OCO2)c1ccc(COCC(F)(F)C(F)F)cc1	-18	-1	-16	-0.1%	1	-0.2	0	5	-27
42	O=C(NCCc1ccccn1)C1CCCN1S(=O)(=O)c1ccc(Cl)cc1 (configuration not stated)	9	18	-7	0.6%	0	0.0	-1	2	0
43	CCOc1c(Cl)cc(C(=O)N(Cc2ccc(N(C)C)cc2)Cc2ccco2)cc1Cl	-16	-4	14	1.6%	nt	0.6	0	2	-10
44	CCc1cc(=O)[nH]c(SCCC(F)=C(F)F)n1	-1	-1	4	-0.4%	4	-0.3	3	0	7
45	COc1ccc(Cl)cc1S(=O)(=O)N1CCCc2ccccc21	5	-8	-11	0.2%	-10	-0.8	0	0	13
46	CCOc1cc(/C=C2\NC(=S)N(c3c(C)n(C)n(-c4ccccc4)c3=O)C2=O)ccc1O	-3	-4	17	0.2%	-5	2.3	0	1	-1
47	CNS(=O)(=O)c1cc(-c2nnc(Nc3ccc(CC(N)=O)cc3)c3ccccc23)ccc1C	23	0	8	2.4%	-4	-0.1	-1	-3	4
48	Cc1ccc(Cl)cc1NC(=O)CN1C(=O)CCc2ccccc21	5	-1	10	2.2%	nt	0.5	6	3	-3
49	CCC(CO)NC(=O)c1cccc(S(=O)(=O)N2c3ccccc3CC2C)c1 (configuration not stated)	16	5	-2	0.8%	0	1.0	0	-1	3
50	O=C(c1ccc(COc2ccc(Cl)cc2)o1)N1CCN(Cc2ccc3c(c2)OCO3)CC1	-43*	-7	-7	-2.1%	-23	0.1	-11	11	-18
51	Cc1ccc(C(=O)NC2CCCC2)cc1S(=O)(=O)N1CCCCC1	-19	5	-2	0.1%	32*	-1.0	2	3	-5
52	CC(C)CCN1C(Nc2ccccc2)=NC[C@@H]1CC(C)C	1	-6	-24	-0.7%	-1	0.4	4	4	nt
53	Cc1cc(OC(=O)c2ccc(S(=O)(=O)N3CCCC3)cc2)c([N+](=O)[O-])c(=O)[nH]1	14	-5	nt	2.4%	nt	nt	-4	2	5

# This is a subset, so the mix of outcomes need not match the whole.
